# Compound activity (PubChem)
# RAD52 inh: inhibitors of human RAD52 DNA annealing. P43351. recombinant RAD52 DNA annealing, FRET fluorescence. inhibition, % at 18.7 µM. 0.46% of 360,000 active. AID 651710;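 active = every replicate showing at least 50% inhibition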
# E-selectin induc: induces E-selectin expression in human endothelial cells; P16581; HUVEC E-selectin immunofluorescence imaging; normalized: neutral wells 0, TNF-alpha wells 100; activation, % at 7.58 µM; 0.37% of 260,000 active; AID 686992;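 active = mean E-selectin-positive cell signal at least 10% of the positive control, reached in at least 60% of replicates, without over 20% cell loss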;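 also: in these data hits start at about 27%; measured in HUVEC primary endothelial cells; signal is the percent of cells scored E-selectin positive by PE staining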
# Target sequence (P16581 whole entry, looked up): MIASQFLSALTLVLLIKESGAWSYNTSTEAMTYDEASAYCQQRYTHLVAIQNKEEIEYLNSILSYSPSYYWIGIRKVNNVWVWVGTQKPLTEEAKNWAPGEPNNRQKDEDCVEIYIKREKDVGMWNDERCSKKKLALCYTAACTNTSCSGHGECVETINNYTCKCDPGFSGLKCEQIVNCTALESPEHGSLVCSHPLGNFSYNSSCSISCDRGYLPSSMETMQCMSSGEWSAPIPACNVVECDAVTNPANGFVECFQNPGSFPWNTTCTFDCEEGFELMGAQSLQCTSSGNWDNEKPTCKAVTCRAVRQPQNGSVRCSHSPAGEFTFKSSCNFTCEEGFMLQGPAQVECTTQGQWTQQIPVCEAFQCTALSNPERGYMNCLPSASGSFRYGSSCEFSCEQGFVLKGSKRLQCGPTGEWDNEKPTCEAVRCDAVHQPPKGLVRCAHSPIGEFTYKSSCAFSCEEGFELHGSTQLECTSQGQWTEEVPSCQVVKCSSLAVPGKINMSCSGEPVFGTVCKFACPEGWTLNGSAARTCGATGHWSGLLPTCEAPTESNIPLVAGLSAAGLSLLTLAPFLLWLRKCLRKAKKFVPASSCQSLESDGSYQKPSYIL
#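 Read-out basis: % PE-positive cells; Test system: HUVEC primary endothelial cells; Technique: immunofluorescence imaging; Dosing: single-point compound dose.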
# RAD54 inh: blocks human RAD54 Holliday junction branch migration; FAM/BHQ fluorescence; inhibition, % at 10.4 µM; 0.14% of 360,000 active; AID 602329;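 active = mean normalized replicate activity at least 40 and at least half of replicates scoring 40 or more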;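 also: 0% = median of neutral control wells and 100% = median of positive control wells; inhibitors cause a drop in the FAM fluorescence signal; in these data hits start at about 50%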
# PglD DTNB: inhibitors of Campylobacter jejuni PglD acetyltransferase; inhibition, % at 12.5 µM; purified PglD enzyme, DTNB colorimetric CoA detection; 0.098% of 360,000 active; in the data active = inhibition above about 16%, passing the limit was not always enough; also: strong numbers were not always called active
# ARNT-TACC3 inh: disruptors of human ARNT/TACC3 interaction. Q9Y6A5. AlphaScreen His-ARNT PAS-B/GST-TACC3 binding, luminescence; TACC3 fragment carries E629A point mutation. inhibition, % at 9.99 µM. 0.66% of 390,000 active. AID 623870;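 active = mean inhibition of replicates at least 50% and at least half of replicates each reaching 50%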;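 also: 0% = complete ARNT plus TACC3 wells and 100% = ARNT alone without TACC3; many hits fall short of the cut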
# CASP6 VEID inh: blocks human caspase-6 cleavage activity | P55212 | purified caspase-6, Z-VEID-R110 cleavage fluorescence | inhibition, % at 12.5 µM | 0.53% of 350,000 active | AID 686996;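 active = mean inhibition across replicates at least about 35%, with every replicate also reaching that limit, limit read from the data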;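 also: 0% = median of neutral control wells and 100% = no fluorescence left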
# esBAF inh: inhibitors of esBAF chromatin remodeling in mouse ES cells; Bmi1-luciferase knock-in reporter, 24 h; 100% = twice the neutral-well signal; reporter increase, % at 12.5 µM; 2% of 350,000 active; AID 602393; in the data active = activation above about 40%;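 also: 0% = median of the plate's neutral control wells and 100% = double that signal; a rise in the Bmi1 reporter signal indicates esBAF inhibition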
# ERp5 block: blocks human ERp5 reductase activity on insulin; inhibition, % at 9.99 µM; Q15084; ERp5 insulin aggregation, absorbance 650 nm, 90 min; AID 651711; 0.05% of 350,000 active;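 active = mean replicate inhibition above about 25%, with every replicate also reaching it, limit read from the data, passing the limit was not always enough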
# Target sequence (Q15084 whole entry, looked up): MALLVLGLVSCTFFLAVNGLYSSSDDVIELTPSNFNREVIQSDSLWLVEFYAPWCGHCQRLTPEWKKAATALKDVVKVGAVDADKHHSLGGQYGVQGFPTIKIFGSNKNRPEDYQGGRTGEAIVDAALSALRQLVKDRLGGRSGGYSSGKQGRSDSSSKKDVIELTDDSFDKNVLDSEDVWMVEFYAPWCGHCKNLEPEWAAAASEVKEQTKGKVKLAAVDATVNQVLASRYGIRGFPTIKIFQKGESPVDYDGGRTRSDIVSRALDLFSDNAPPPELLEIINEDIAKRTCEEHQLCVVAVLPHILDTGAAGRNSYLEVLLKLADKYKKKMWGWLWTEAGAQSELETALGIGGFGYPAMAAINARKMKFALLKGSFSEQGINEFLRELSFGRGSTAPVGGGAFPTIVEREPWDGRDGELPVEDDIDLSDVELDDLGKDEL
# * marks the source's active call; other numbers are inactive results; · = not tested or not shown. Hits appear at their usual frequency; any-hit rate near 3.2%.
[1] O=Cc1cnc(N2CCCCC2)s1
[2] O=C(C[C@H]1CC[C@H](NC(=O)Cc2ccccn2)[C@H](CO)O1)NCCCN1CCOCC1
[3] O=C(NCC(=O)N(c1cccnc1)C(C(=O)NC1CCCC1)c1cccs1)c1ccco1 (centres undefined)
[4] CC(=O)n1c(-c2ccccc2)c(-c2ccccc2)n(C)c1=O
[5] C[C@@H]1CCCCO[C@@H](CN(C)C(=O)Nc2ccc(F)cc2)[C@@H](C)CN([C@H](C)CO)C(=O)c2cc(NC(=O)c3ccccc3)ccc2O1
[6] COc1ccc(NC(=O)CCNS(=O)(=O)c2cc(Br)cnc2N)cc1OC
[7] Cc1c(NC(=O)[C@@H](NC(=O)c2ccc(Cl)c([N+](=O)[O-])c2)C(C)C)c(=O)n(-c2ccccc2)n1C
[8] COc1ccc(NC(=O)CSc2ccc(-c3cccnc3)nn2)c(OC)c1

Assay by compound	1	2	3	4	5	6	7	8
RAD52 inh	-15	-7	-11	12	13	-4	-1	-7
E-selectin induc	0.6	-0.5	1.6	0.5	-0.1	0.8	0.0	·
RAD54 inh	·	-6	·	·	0	20	·	-1
PglD DTNB	·	-2	·	·	-1	0	·	3
ARNT-TACC3 inh	-10	-3	-4	1	-3	0	-2	-3
CASP6 VEID inh	·	-1	·	-2	-1	-1	4	-2
esBAF inh	·	3	·	·	0	-8	·	5
ERp5 block	-8	1	0	-1	3	1	-1	-3

[9] COc1cccc(NC(=O)N[C@@H]2CC[C@H](CC(=O)NCc3ccncn3)O[C@@H]2CO)c1
[10] Cc1cc(OCC(=O)NCCc2cccc(F)c2)c2c(C)cc(=O)oc2c1
[11] Cc1ccccc1CN1[C@@H](C(C)C)COCCS1(=O)=O
[12] Cc1cc(C)c(C)c(S(=O)(=O)N(C)C2CCN(C)CC2)c1C
[13] Nc1c(C(=O)c2cccs2)oc2ccccc12
[14] CCNC(=S)N1CCN(S(=O)(=O)c2ccc(C)cc2)CC1
[15] CCCNC(=O)N(C)C[C@H]1Oc2ncc(-c3ccccc3F)cc2C(=O)N([C@@H](C)CO)C[C@H]1C
[16] CCOc1ccc(-c2c(C(=O)N/N=C/c3ccc(Cl)cc3)nnn2-c2nonc2N)cc1

Assay by compound	9	10	11	12	13	14	15	16
RAD52 inh	4	-6	-27	-9	-8	-4	13	-8
E-selectin induc	0.0	·	0.5	0.0	·	-3.6	1.4	·
RAD54 inh	-7	3	-6	·	-3	-1	4	-5
PglD DTNB	1	0	-5	·	1	1	3	-3
ARNT-TACC3 inh	2	-21	10	·	-1	3	2	0
CASP6 VEID inh	3	-2	-2	-35	-1	0	0	0
esBAF inh	-2	-14	-4	·	54*	6	-1	6
ERp5 block	6	5	-4	1	2	-6	-6	6

[17] O=C(C[C@H]1C=C[C@@H](NC(=O)Nc2cc(F)ccc2F)[C@H](CO)O1)NCCCN1CCOCC1
[18] COc1cc(C(=O)NCCc2ccc(F)cc2)c([N+](=O)[O-])cc1OC
[19] CC1CN(C(=O)c2ccc(S(=O)(=O)Nc3ccccc3Cl)cc2)CC(C)O1 (centres undefined)
[20] CSc1ccc(CNC(=O)C2(C)CCCN(C(C)=O)C2)cc1 (centres undefined)
[21] O=C(c1ccc(NS(=O)(=O)c2ccc3[nH]c(=O)[nH]c3c2)cc1)N1CCCCC1
[22] O=C(CC(=O)Nc1cccnc1)Nc1cccnc1
[23] CC(C)CNC(=O)COC(=O)CCC(=O)c1ccc(F)cc1
[24] O=C(Nc1ccc(S(=O)(=O)Nc2cnc3ccccc3n2)cc1)c1ccc(Br)o1

Assay by compound	17	18	19	20	21	22	23	24
RAD52 inh	6	·	5	-1	-5	-30	·	·
E-selectin induc	-0.5	·	0.0	-0.1	0.3	0.0	·	·
RAD54 inh	-3	0	-19	-4	13	-4	4	3
PglD DTNB	7	-8	0	-3	-2	-1	1	3
ARNT-TACC3 inh	-5	-3	13	·	-3	1	-13	-4
CASP6 VEID inh	2	·	1	-1	-2	-7	·	·
esBAF inh	-2	5	-3	-6	-4	0	-2	-1
ERp5 block	4	·	3	4	8	2	·	·

# Gathered by group: the entries above with bromine.
[6] COc1ccc(NC(=O)CCNS(=O)(=O)c2cc(Br)cnc2N)cc1OC
[24] O=C(Nc1ccc(S(=O)(=O)Nc2cnc3ccccc3n2)cc1)c1ccc(Br)o1

Assay by compound	6	24
RAD52 inh	-4	·
E-selectin induc	0.8	·
RAD54 inh	20	3
PglD DTNB	0	3
ARNT-TACC3 inh	0	-4
CASP6 VEID inh	-1	·
esBAF inh	-8	-1
ERp5 block	1	·

# Additional compounds.
[25] COc1cc(C2NC(=S)NC3=C2CCc2ccccc23)cc(OC)c1OC (centres undefined)
[26] Fc1ccc(Oc2cnc3ccccc3n2)cc1
[27] O=C(CSc1nnc(CNC(=O)c2c(F)cccc2F)o1)NCCc1ccccc1
[28] C[C@H]1CN([C@@H](C)CO)S(=O)(=O)c2ccc(/C=C/c3ccccc3)cc2O[C@@H]1CN(C)C(=O)c1ccncc1
[29] CC1=C(C(=O)N2CCCCCC2)CC(CC(=O)NCCc2ccccn2)C(=O)N1Cc1ccc(F)cc1 (centres undefined)
[30] O=C(N[C@@H](Cc1ccc(O)cc1)C(=O)O)c1ccc(C(F)(F)F)cc1
[31] CN1C(=O)c2cc(NC(=O)c3cccc(F)c3)ccc2OC[C@H]2O[C@@H](CC(=O)O)CC[C@@H]21
[32] COc1ccccc1C#Cc1ccc([C@@H]2[C@H]3CN(C(=O)C4CCCC4)CCCCN3[C@H]2CO)cc1

Assay by compound	25	26	27	28	29	30	31	32
RAD52 inh	-10	-13	-5	21	-15	-8	·	44
E-selectin induc	·	·	0.1	0.3	-0.1	0.1	-0.1	·
RAD54 inh	10	-16	2	2	·	5	19	-1
PglD DTNB	2	3	3	1	·	-6	-1	5
ARNT-TACC3 inh	-1	3	2	-3	·	-5	-5	11
CASP6 VEID inh	0	-3	0	6	-2	2	·	0
esBAF inh	·	20	·	-4	·	-3	-3	·
ERp5 block	5	0	3	0	2	-1	·	1

[33] CC(C)(C)c1csc(NC(=O)c2ccc(Cl)s2)n1
[34] COc1cc(C(=O)N2CCN(C(=O)C3COc4ccccc4O3)CC2)cc(OC)c1OC (centres undefined)
[35] O=C(Nc1ccccc1F)N1C[C@H]2[C@@H](c3ccccc31)[C@@H](CO)N2C(=O)C1CCCC1
[36] CC(=O)Nc1ccc(NS(=O)(=O)c2ccc(-c3cnc(C4CC4)o3)cc2)cc1
[37] C[C@@H]1CN([C@H](C)CO)C(=O)c2cc(NS(=O)(=O)c3cccs3)ccc2O[C@@H]1CN(C)Cc1ccc(Cl)c(Cl)c1
[38] COCc1cn(CC[C@H]2CC[C@H](NC(=O)c3ccncc3)[C@@H](CO)O2)nn1
[39] Cc1ccccc1C1CC(c2cccs2)Nc2nnnn21 (centres undefined)
[40] CNC[C@H]1Oc2ccc(NC(=O)Nc3ccccc3)cc2CC(=O)N([C@@H](C)CO)C[C@H]1C

Assay by compound	33	34	35	36	37	38	39	40
RAD52 inh	·	5	15	2	-6	3	-22	-2
E-selectin induc	·	·	0.1	·	-0.3	0.2	2.9	-0.3
RAD54 inh	-13	8	-14	0	7	14	·	-14
PglD DTNB	-4	-3	3	0	-1	1	·	-6
ARNT-TACC3 inh	2	-7	-11	-1	-2	-15	-10	-5
CASP6 VEID inh	·	-1	-1	2	1	0	10	-3
esBAF inh	94*	12	10	11	0	-3	·	2
ERp5 block	·	0	1	2	-2	-2	1	-1

# Some entries already given, limited to ARNT-TACC3 inh, RAD52 inh and E-selectin induc.
nr	compound	ARNT-TACC3 inh	RAD52 inh	E-selectin induc
34	COc1cc(C(=O)N2CCN(C(=O)C3COc4ccccc4O3)CC2)cc(OC)c1OC (centres undefined)	-7	5	·
35	O=C(Nc1ccccc1F)N1C[C@H]2[C@@H](c3ccccc31)[C@@H](CO)N2C(=O)C1CCCC1	-11	15	0.1
36	CC(=O)Nc1ccc(NS(=O)(=O)c2ccc(-c3cnc(C4CC4)o3)cc2)cc1	-1	2	·

# (list continues)
[41] COc1ccc(S(=O)(=O)Nc2ccc3c(c2)C(=O)N([C@@H](C)CO)C[C@@H](C)[C@@H](CN(C)C(=O)Nc2ccccc2)OCCCC[C@@H](C)O3)cc1
[42] Cc1ccc(Nc2cnn(C34CC5CC(CC(CC(=O)O)(C5)C3)C4)c(=O)c2Cl)c(Cl)c1
[43] CCc1ccc(OCC(=O)NNC(=O)c2nn(CC)c(=O)c3ccccc23)cc1
[44] O=C(O)c1ccccc1-c1ccccc1C(=O)Nc1nccs1
[45] NC(=O)C1CC(=O)N(c2ccc(OCc3ccc(Cl)c(Cl)c3)cc2)C1 (centres undefined)
[46] CCCN1[C@@H]2c3ccc(-c4cccnc4)c(=O)n3C[C@@H]2[C@@H](CO)[C@@H]1C(=O)NCCN1CCCC1
[47] O=C(COc1cccnc1[N+](=O)[O-])Nc1cc(S(=O)(=O)N2CCCCC2)ccc1Cl
[48] O=C(Nc1cccc(NC(=O)c2cccc(Cl)c2)c1)c1cccnc1

Assay by compound	41	42	43	44	45	46	47	48
RAD52 inh	·	-12	-8	-1	-3	-107	-8	-14
E-selectin induc	2.9	·	-0.1	·	-1.4	0.3	-0.4	0.2
RAD54 inh	-6	-6	·	·	-3	-17	-6	-4
PglD DTNB	2	8	·	·	1	1	-5	2
ARNT-TACC3 inh	-45	-9	1	-3	·	·	0	·
CASP6 VEID inh	·	1	·	2	0	·	-1	2
esBAF inh	5	0	·	-5	51*	2	·	-2
ERp5 block	·	-6	-3	-1	3	-2	-7	1

[49] COc1ccc(CN(C)C[C@@H]2Oc3ccc(N(C)C)cc3CC(=O)N([C@@H](C)CO)C[C@H]2C)cc1
[50] CCC(C)(C)n1nnnc1C(c1ccccc1OC)N1CCN(C(=O)c2ccco2)CC1 (centres undefined)
[51] Cc1cccc(N=C2NC(=O)/C(=C/c3cccs3)S2)c1
[52] COc1ccc(S(=O)(=O)N(C)C)cc1NCC(=O)Nc1ccc(Br)c(C)c1
[53] COC(=O)c1c(NC(=O)C(=O)NCCCN2CCOCC2)sc2c1CCC2
[54] COc1ccc(CN(C)C[C@@H]2Oc3ccc(NC(=O)C4CCCCC4)cc3C(=O)N([C@@H](C)CO)C[C@H]2C)cc1
[55] CCOc1ccc(-n2cnnn2)cc1S(=O)(=O)N1CCC(C)CC1C (centres undefined)
[56] COc1nc(=O)n(C2C=CC(=O)O2)cc1F (centres undefined)

Assay by compound	49	50	51	52	53	54	55	56
RAD52 inh	-2	-6	-11	-29	37	8	-4	4
E-selectin induc	-7.2	-0.1	2.1	8.5	·	-0.4	·	0.0
RAD54 inh	-7	-9	-1	6	29	32	·	-9
PglD DTNB	-13	4	-1	3	1	0	·	-2
ARNT-TACC3 inh	1	-8	-1	-6	10	-7	0	·
CASP6 VEID inh	-2	-2	1	2	1	2	0	9
esBAF inh	-4	0	23	9	-6	-2	·	·
ERp5 block	5	0	-3	0	9	-1	1	-3

[57] CC1CN(C2CCN(S(=O)(=O)Cc3ccccc3)CC2)CC(C)O1 (centres undefined)
[58] Cc1cc(Cl)ccc1OC(C)C(=O)Nc1ccccc1N1CCOCC1 (centres undefined)
[59] CCn1c(=O)c2cc(C(=O)Nc3ccc(OC)cc3OC)sc2c2ccccc21
[60] CCOC(=O)C1=CCN(S(=O)(=O)c2ccccc2F)C1c1ccc(Cl)cc1 (centres undefined)
[61] Cc1c(C(=O)O)oc2ccc(S(=O)(=O)NC3CCCCCCC3)cc12

Assay by compound	57	58	59	60	61
RAD52 inh	·	·	-9	-3	-26
E-selectin induc	·	-0.1	2.9	-0.3	·
RAD54 inh	0	-2	·	0	4
PglD DTNB	3	4	·	4	1
ARNT-TACC3 inh	-2	2	-3	·	-43
CASP6 VEID inh	·	·	-8	-2	-1
esBAF inh	3	-10	·	-7	·
ERp5 block	·	·	5	-2	-2
